Compound activity (PubChem BioAssay)
mcGAS MS inh: mouse cGAS inhibition by mass spec. 0.18% of 130,000 active. Q8C6L5. recombinant mouse cGAS, cGAMP by RapidFire MS. inhibition, % at 12.5 µM;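 active = inhibition of cGAS enzyme activity at or above 60%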;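 note: enzyme stimulated by 45 bp dsDNA with ATP and GTP substrates; cGAMP share of summed cGAMP plus half ATP and half GTP signals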
Target sequence (Q8C6L5 whole entry, looked up): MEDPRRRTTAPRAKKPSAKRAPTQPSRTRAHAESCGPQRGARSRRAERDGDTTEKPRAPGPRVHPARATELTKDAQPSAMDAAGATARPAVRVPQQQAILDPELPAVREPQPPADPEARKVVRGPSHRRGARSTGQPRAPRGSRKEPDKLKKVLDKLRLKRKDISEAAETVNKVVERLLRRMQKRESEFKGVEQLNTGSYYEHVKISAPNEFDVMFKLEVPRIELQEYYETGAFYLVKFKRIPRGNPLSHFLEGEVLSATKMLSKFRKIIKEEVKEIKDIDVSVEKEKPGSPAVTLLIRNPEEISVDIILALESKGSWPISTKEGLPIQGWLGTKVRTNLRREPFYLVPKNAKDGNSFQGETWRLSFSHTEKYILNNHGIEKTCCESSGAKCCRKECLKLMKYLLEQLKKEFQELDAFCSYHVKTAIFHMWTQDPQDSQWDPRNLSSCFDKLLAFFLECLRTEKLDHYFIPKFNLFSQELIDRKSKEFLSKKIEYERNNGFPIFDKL
The depositor's hits bear a star; & = joins results of further samples; ! = a repeat was not active. Only part of the results is shown; the hit share may differ from the screen's.

SMILES | mcGAS MS inh
Cc1nn(-c2ccccc2)c(N)c1Sc1ccccc1Br | 6.0
COC(=O)c1c(NC(=O)CN2CCNC(=O)C2)sc2c1CCC(C)C2 (stereo unspecified) | 0.4
O=C(C(O)c1ccc(Cl)cc1)N1CCC(O)(CO)CC1 (stereo unspecified) | -15.1
CCOc1cc(C)ccc1S(=O)(=O)NCc1ccc2c(c1)OCO2 | 7.0
Cc1nc(C(C)C)ncc1C(=O)N(C)CCc1scnc1C | -2.6
O=C(CCN1C(=O)c2ccc(Br)cc2C1=O)NC1CCCCNC1=O (stereo unspecified) | -14.9
CC(=O)Oc1ccc2c(=O)c(-c3ccc4c(c3)OCCO4)c(C)oc2c1OC(C)=O | 7.7
Cc1ccc(-c2nc(N)sc2-c2ccccc2)cc1 | -4.9
COc1ccc(NC(=O)CCCc2nc(C(C)C)no2)cc1N1CCCC1=O | -21.1
COCC(=O)N1CCC(C(NC(=O)c2ccccc2F)C(=O)N2CCCCC2)CC1 (stereo unspecified) | -6.1
CCC(=O)Nc1cccc(C(=O)N2CCN(C)Cc3ccccc32)c1 | 3.5
CSc1ccc(C(=O)CCC(=O)NCCCN(C)c2ccccc2)cc1 | 4.1
CCOC(=O)c1ccc(N=c2scc(-c3ccc(-c4ccccc4)cc3)n2CCc2ccncc2)cc1 | -1.5
Cn1nnnc1SCc1cn2cccnc2n1 | -5.5
Cc1ccc(C(C)NC(=O)Cc2c(C)nn(C)c2C)o1 (stereo unspecified) | -9.4
Cc1cc(C)n(-c2ccccc2NS(=O)(=O)c2cc(Cl)sc2Cl)n1 | -4.2
COc1ccccc1-c1c(C#N)c(N)nc2c1CN(Cc1ccccc1)CC2 | -14.7
CC1Sc2ccc(S(C)(=O)=O)cc2N(Cc2cccc(C#N)c2)C1=O (stereo unspecified) | -9.1
Cc1c(C(=O)NCCS(=O)(=O)Cc2ccccc2)oc2c(F)cccc12 | 9.9
COc1ccc(CCn2c(C)c3c(=O)n(-c4nc5ccccc5s4)[nH]c3cc2=O)cc1 | -38.6
Cc1cc2ncn(Cc3ccc(C(C)C)cc3)c2cc1C | 17.0
CS(=O)(=O)CCNCc1nc(-c2ccc3ncnc(Nc4ccc(OCc5cccc(F)c5)c(Cl)c4)c3c2)cs1 | -0.3
O=C(CC(c1ccccc1)c1ccccc1F)N1CCCC1 (stereo unspecified) | -2.4
Cc1nnc2ccc(NC3CCN(c4ccc(Cl)cc4)C3=O)nn12 (stereo unspecified) | -3.8
Cc1ccc(C(=O)O)cc1NC1CC(=O)N(Cc2ccccc2)C1=O (stereo unspecified) | 0.6

3 entries out of the list above, arranged by their value in mcGAS MS inh, rising.
| Molecule | mcGAS MS inh |
| --- | --- |
| O=C(CC(c1ccccc1)c1ccccc1F)N1CCCC1 (stereo unspecified) | -2.4 |
| Cc1nn(-c2ccccc2)c(N)c1Sc1ccccc1Br | 6.0 |
| Cc1c(C(=O)NCCS(=O)(=O)Cc2ccccc2)oc2c(F)cccc12 | 9.9 |

Other entries follow:
SMILES | mcGAS MS inh
CCN(C)C(=O)C1=COC2=NC(=O)N(Cc3ccc(S(C)(=O)=O)cc3)CCN12 | 23.4
Cn1nc(C(=O)NNC(=O)C2COc3ccccc3O2)c2ccccc2c1=O (stereo unspecified) | 16.4
O=c1c2c3c(sc2nc2n1CCCCC2)CCC3 | -2.4
Cc1cccc(Nc2nnc(-c3ccncc3)o2)c1 | -9.1
Cc1ncc(CNC2CC(=O)N(Cc3cccc4ccccc34)C2)n1C (stereo unspecified) | -9.1
CCCCN(Cc1ccco1)C(=O)c1cc(F)ccc1OC | -14.8
COCCNC(=O)Cn1c(CO)cnc1SCC(=O)Nc1cccc(C(F)(F)F)c1 | -9.0
C=CC[C@@H]1CC=C[C@@H](C)N1C(=O)c1cccc(N2CCNC2=O)c1 | -6.4
O=C(Nc1[nH][nH]c(=O)c1-c1ccccc1)c1ccc(-c2cnco2)cc1 | -5.2
COC(=O)Cn1c(CN2CCC(C)CC2)nc2c1c(=O)n(C)c(=O)n2C | 0.4
Cc1ccc2cc3c(nc2c1)N(c1ccc(C(=O)O)cc1)CC3 | -10.2
COc1ccc(OC)c(C2CN(C(=O)C3CC3)CC2C(=O)NC(C)C)c1 (stereo unspecified) | -3.3
O=C(O)c1ccc(C2Nc3c(F)cc(F)cc3C3C=CCC32)cc1 (stereo unspecified) | 23.1
O=C1c2cc(F)c(N3CCOCC3)c(F)c2SC2=NCCN12 | -32.2
CC(NC(=O)C1CCC1)C(=O)NC1CCc2c(Br)cccc21 (stereo unspecified) | 3.7
Cc1ccc(NC(=O)C2(C)CCN2Cc2ccc(OC(C)C)cc2)cc1 (stereo unspecified) | -14.0
CC/C(=N\N1CCOCC1)c1cc(Cl)cc(Cl)c1O | -0.8
OCc1cc(-c2ccc(-c3ccn[nH]3)cc2)ccn1 | -24.5
Cn1ccc(NC(=O)C23CC4CC(C)(CC(C)(C4)C2)C3)n1 | -2.7
O=C(c1ccc(=O)[nH]n1)N1CCN(C(=O)C2COc3ccccc3O2)CC1 (stereo unspecified) | -8.6
COc1ccc2cc(C(=O)N3CCC(Nc4cccnc4)CC3)c(C)nc2c1 | -3.7
CC(c1ccccc1F)N(CC(=O)NCc1ccc(Cl)cc1)C1CC1 (stereo unspecified) | -1.5
COc1ccc(C2=N/C(=C\C(Cl)=C\c3ccccc3)C(=O)O2)c(Cl)c1 | 1.8
CCCCCCCCn1c(SCC(=O)OC)nc2c1c(=O)[nH]c(=O)n2C | -2.2
CC(CC(=O)N1CCC(C(N)=O)C1)c1cccc(C(F)(F)F)c1 (stereo unspecified) | -8.5

Some of the entries so far, in CSV form:
SMILES,mcGAS MS inh
COC(=O)Cn1c(CN2CCC(C)CC2)nc2c1c(=O)n(C)c(=O)n2C,0.4
Cc1ccc2cc3c(nc2c1)N(c1ccc(C(=O)O)cc1)CC3,-10.2

Additional entries follow.
SMILES | mcGAS MS inh
COc1ccc(S(=O)(=O)Oc2cccc(C(C)C)c2)cc1NC(C)=O | -0.3
CC(OC(=O)COc1ccc(Cl)cc1)C(=O)N1CCCCCC1 (stereo unspecified) | -5.8
NC(=O)CSc1nc2[nH]ncc2c(=O)[nH]1 | -6.4
Cc1[nH]nc(SCC(=O)NC2CCCC2)c1[N+](=O)[O-] | -0.7
Cc1cc(C)c(C)c(S(=O)(=O)NC(C)C(=O)NC2CCN(C(=O)C3CC3)CC2)c1C (stereo unspecified) | -6.4
O=S1(=O)NC(c2ccc(Cl)cc2)Nc2ccccc21 (stereo unspecified) | -2.6
COc1ccc(NC(=O)N2CCCC(C(=O)c3sccc3C)C2)cc1OC (stereo unspecified) | 51.9
C/C(=C\c1ccco1)CN1CCC(NS(C)(=O)=O)CC1 | -0.6
CCOc1ccc2nc(NC(=O)/C=C/c3cn(C)c(=O)n(C)c3=O)sc2c1 | -55.0
CN(C)c1ccc(-c2ncc3c(n2)C[C@@H](Cc2ccccc2)NC3=O)cc1Cl | -1.2
O=C(Nc1nc(S(=O)(=O)Cc2ccccc2)ns1)c1cccnc1 | 1.7
Cc1cccc(C)c1C(O)c1ncc(-c2cccc3ccccc23)[nH]1 (stereo unspecified) | -3.9
COCCn1c(C)cc(O)c(C(c2ccccc2OC)N2CCN(c3ccccc3F)CC2)c1=O (stereo unspecified) | -9.6
CS(=O)(=O)N(CC(=O)NC1CC1)c1ccc(Cl)cc1F | -31.0
Cn1cc(C(=O)NCCc2ccccc2)c2n[nH]c(=O)c-2c1 | 1.5
Cc1ccc2oc3c(c(=O)c2c1)C(c1ccccn1)N(c1ccccn1)C3=O (stereo unspecified) | -5.9
Cc1nn(-c2nc(C)c(C)c(=O)[nH]2)c(C)c1CCC(=O)N1CCCC1 | -0.6
CC1CCCCN1c1nc2c(c(=O)[nH]c(=O)n2C)n1CCCc1ccccc1 (stereo unspecified) | 1.5
CC[C@H](C)C(=O)O[C@H]1C[C@@H](C)C=C2C=C[C@H](C)[C@H](CC[C@@H]3C[C@@H](O)CC(=O)O3)[C@H]21 | -18.2&-13.6&8.6
Cc1ccc(CN(CCN(C)C)C(=O)c2ccc(C)c(C)c2)s1 | -21.3
CCc1ccc(-c2ccc(Nc3ccccc3)nn2)cc1S(N)(=O)=O | 5.5
Cc1cc(-n2c(C)nc3ccccc3c2=O)ccc1NS(=O)(=O)c1ccc(F)c(C(F)(F)F)c1 | -11.7
CN(Cc1ccco1)C(=O)CN1CCC(Nc2ccccc2F)CC1 | -15.0
O=C(NCC1CCCN(Cc2sc3ccccc3c2Cl)C1)c1cccs1 (stereo unspecified) | -2.3
C=CCn1c(-c2ccccc2)c(C)sc1=Nc1cccc(O)c1 | 6.1

The listing continues.
SMILES | mcGAS MS inh
CC(NC(=O)C(=O)NCc1ccncc1)c1ccccc1 (stereo unspecified) | 1.2
CCOC(=O)C1(Cc2ccccc2F)CCCN(C(=O)Cn2nc(C)cc2C)C1 (stereo unspecified) | -6.9
COc1cc2nc3n(c(=O)c2cc1OC)CCCC/C3=C\c1ccc(C#N)cc1 | -6.4
Cc1ncc(-c2cnc3ccccc3c2)[nH]1 | -5.8
CN(CCN1CCOCC1)C(=O)NC1CCCOc2ccccc21 (stereo unspecified) | -9.5
COCCCCC(=NOCCN)c1ccc(C(F)(F)F)cc1 | -5.2&-1.1&1.9
Cc1cccc(-n2ncc3c(=O)[nH]c(-n4nc(C)cc4N)nc32)c1 | 1.1
CC(NC(=O)CSC1=NCCS1)c1cccc2ccccc12 (stereo unspecified) | 0.4
O=C(CNC1(c2noc(C3CC3)n2)CCCC1)NC(=O)NC1CC1 | -3.2
c1ccc(CNc2cc(-c3ncnc4c3CCC4)c3cc[nH]c3n2)nc1 | -1.5
CC(CNC(=O)NC1CC2CCCC(C1)N2C)CN1CCOCC1 (stereo unspecified) | -8.4
COc1ccc2c(=O)c3c(oc2c1)C(=O)N(c1nccs1)C3c1ccc(C(C)(C)C)cc1 (stereo unspecified) | -5.0
CCn1cnnc1CNc1cc(Cl)nc(N)n1 | -4.7
O=[N+]([O-])c1ccc(-c2cnnn2-c2ccc([N+](=O)[O-])cc2Br)cc1 | -4.2
c1cc(CN2CCc3onc(-c4ccc5c(c4)OCO5)c3C2)co1 | -10.6
Cc1[nH]n(-c2nc(-c3ccccc3)cs2)c(=O)c1C(c1ccccc1)C(C#N)C(N)=O (stereo unspecified) | -1.3
O=C(NCCc1ccccc1)c1cccc(OC2CCN(Cc3cccs3)CC2)c1 | 2.6
COc1ccc(C2NC(=O)C(C#N)C(=S)N2c2ccccc2)cc1OC (stereo unspecified) | -4.5
N#Cc1ccccc1COc1ccc(C(N)=O)cc1 | -0.9
Nc1c(Cl)cc(NS(=O)(=O)c2ccc(Cl)cc2)cc1Cl | -9.6
CC(C)C[C@@H](C(=O)O)N1CC[C@@]2(CCCN2C(=O)C2CCC(=O)N2)C1=O (stereo partly specified) | -11.9
Cc1nc(NCCNC(=O)C2CCCC2)cc(N(C)C)n1 | -2.3
O=C(c1ccncn1)N1CCOc2c(O)cc(-c3nc4ccccc4s3)cc2C1 | -3.0
CC(=O)Nc1ccc(CN2CCC2(C)C(=O)Nc2ccc(C)cc2)cc1 (stereo unspecified) | 8.8
CC(C)(C)C1(O)NS(=O)(=O)c2cccc(Cl)c21 (stereo unspecified) | -0.3

Sorted by length of the SMILES (ascending): 3 of the compounds above.
SMILES | mcGAS MS inh
Cc1ncc(-c2cnc3ccccc3c2)[nH]1 | -5.8
CC(NC(=O)C(=O)NCc1ccncc1)c1ccccc1 (stereo unspecified) | 1.2
CC(=O)Nc1ccc(CN2CCC2(C)C(=O)Nc2ccc(C)cc2)cc1 (stereo unspecified) | 8.8

New compounds follow.
SMILES | mcGAS MS inh
COc1ccc(CCCC(=O)NCC(=O)N/N=C\c2cccc(Cl)c2Cl)cc1 | -3.6
COc1ccc(CNC(=O)c2cn(Cc3ccc(F)cc3)c(=O)s2)cc1 | -8.6
Cc1ccccc1-c1cc(O)c2c(c1)CN(c1nc(C(N)=O)cs1)CCO2 | -7.1
O=C1CC(C(=O)Nc2ccc(C(=O)N3CCCCCC3)cc2)CCN1 (stereo unspecified) | -4.9
CC(C)C[C@H](NC(=O)c1ccc(Br)s1)C(=O)NCC#N | -8.6
CSc1ncc(C(=O)N[C@@H]2C[C@H]3C(=O)N(C)CC(=O)N3C2)cn1 | -17.0
CC(C)c1nnc(NS(=O)(=O)c2ccc(Cl)s2)s1 | -1.0&4.5
C=CCOc1cccc(C2Nc3ccccc3S(=O)(=O)N2Cc2ccccc2)c1 (stereo unspecified) | -4.8
CC(C(=O)Nc1ccccc1Cl)N1CCN(C(=O)c2ccco2)CC1 (stereo unspecified) | -8.5&-8.1
Oc1cccc(Oc2ccncn2)c1 | -11.4
CC(C)CNCc1cccc(OS(C)(=O)=O)c1 | -3.4
COc1cc(F)c(C(=O)NCc2ccon2)c(F)c1 | -2.6
CN(C)[C@H]1CCN(c2nc(C(C)(C)C)nc3c2cnn3C)C1 | -21.2
Cc1cccc(C(N)=NOC(=O)N2c3ccccc3Sc3ccccc32)c1 | -26.2
COC(=O)C1(NC(=O)c2ccc(-c3ccc(F)cc3)s2)CCCCC1 | -1.2
c1cncc(-c2nc3c(c(NCCN4CCOCC4)n2)CCNC3)c1 | -6.7
Cc1cc(NC(=O)c2noc3c2CCCC3)no1 | 12.2
COC(=O)c1cc(-c2ccc(C)o2)nc2c1c(-c1ccco1)nn2C1CCS(=O)(=O)C1 (stereo unspecified) | -6.5
CC(=O)NC1CCCN(C(=O)COC(=O)c2cc3c(cc2O)CCCC3)C1 (stereo unspecified) | 0.6
COCCOCCCC(=O)NC1(C)CCc2ccccc2C1 (stereo unspecified) | -21.6
Oc1c(Cl)cc(Cl)c(Cl)c1Cc1c(O)c(Cl)cc(Cl)c1Cl | 92.7*!
Cc1cc(C)n(CC(C)NC(=O)Cn2nnnc2CN2CCc3ccccc3C2)n1 (stereo unspecified) | -2.1
CN(C)CC/C=C1\c2ccccc2CSc2ccccc21 | 4.1
Cc1ccc(-c2ccc(CCC(=O)O)[nH]2)cc1 | -3.8
CC1(C(=O)NS(=O)(=O)c2ccc(F)cc2F)CCN1C(=O)CCc1ccccc1 (stereo unspecified) | -8.7
CCCCN(Cc1ccc(F)cc1)C(=O)c1ccn[nH]1 | -14.4
COc1cccc(C2NC(=O)NC(C)=C2C(=O)OCCc2ccccc2)c1 (stereo unspecified) | -7.5
COC1CCN(S(=O)(=O)c2cc(Cl)c(N)c(Cl)c2)CC1 | -13.3
